Source: PubChem BioAssay
AmpC inh no detg – blocks E. coli AmpC beta-lactamase in detergent-free assay; P00811; AmpC nitrocefin hydrolysis, absorbance 480 nm, 0.0001% Triton; Potency, µM (titrated, usually from 57.1 µM), for inactives: at the highest dose activity change, negative = inhibition, usual class: inhibitors; hit rate 0.52% among 330,000;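 further: potency means the concentration at half of the fitted maximal effect; plate controls were no compound for no effect and no enzyme for full effect; nearly all actives have a fitted effect of over 20% in size; some results filed as inactive show a strong effect at the top dose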
Target sequence (P00811 whole entry, looked up): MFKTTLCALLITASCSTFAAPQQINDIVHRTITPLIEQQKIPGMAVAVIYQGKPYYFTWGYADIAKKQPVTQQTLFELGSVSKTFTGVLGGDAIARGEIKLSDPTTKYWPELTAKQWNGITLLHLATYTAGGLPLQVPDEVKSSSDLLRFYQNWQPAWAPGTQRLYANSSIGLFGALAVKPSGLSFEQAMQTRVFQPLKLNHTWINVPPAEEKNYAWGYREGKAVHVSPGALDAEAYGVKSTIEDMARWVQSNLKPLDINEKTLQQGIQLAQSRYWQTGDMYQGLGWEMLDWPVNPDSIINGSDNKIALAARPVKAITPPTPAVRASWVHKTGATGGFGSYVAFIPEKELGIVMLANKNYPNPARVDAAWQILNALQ
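20 mM phosphate pH 7.0 + 0.01% (detergent screen) or 0.0001% Triton X-100; 5.3 nM AmpC reagent; cpd preinc 15 min RT; nitrocefin (800 uM stock) to start; A480 q20 s × 4 min; Activity was normalised to no-enzyme and no-compound control wells.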
Shiga inhibitor – blocks Shiga toxin action in Vero cells. inhibition, % at 38.7 µM. hit rate 9.2% among 290,000. Vero cells, Shiga toxin protein synthesis inhibition reporter. AID 2315; in the data active means inhibition mostly above about 28%, no sharp cut-off; inactive means mostly below about 43%; further: 0% is about no effect
Pf growth 48h – inhibits P. falciparum growth in the first generation, 48 h. P. falciparum luciferase growth in erythrocytes, 48 h. Potency, µM (highest dose often 28.7 µM), for inactives: at the top dose activity change, negative = inhibition, actives largely listed as inhibitors. hit rate 5.9% among 310,000. AID 504832; further: potency means the concentration at half of the fitted maximal effect; on the % scale 0 is the no-effect control and ±100 the full control effect
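Erythrocytes infected with P. falciparum carrying an integrated firefly luciferase reporter (2% hematocrit, 0.1% parasitemia final) were exposed to compounds in RPMI 1640 with 0.5% Albumax at 37 C, 5% CO2. Growth inhibition was scored as reduced luminescence.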
Pf growth 96h – P. falciparum growth inhibition at 96 hours; P. falciparum luciferase reporter growth, 96 h; Potency, µM (highest dose often 28.7 µM), without a hit: at the highest dose activity change, negative = inhibition, actives largely listed as inhibitors; hit rate 6.9% among 320,000; AID 504834; further: potency means the concentration at half of the fitted maximal effect; on the % scale 0 is the no-effect control and ±100 the full control effect
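Readout is luminescence from an integrated firefly luciferase in P. falciparum. Red cells, 2% hematocrit and 0.05% parasitemia final, were cultured with compound through two parasite generations (96 hours) at 37 C, 5% CO2.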
LmPK inhibitor – LmPK (Leishmania mexicana) enzyme inhibition | Q27686 | purified LmPK, Kinase-Glo ATP luminescence, 1 h | Potency, µM (top dose mostly 57.5 µM), for the others: at the highest dose activity change, negative = inhibition, most hits filed as inhibitors | hit rate 0.37% among 290,000 | AID 1721; further: potency means the concentration at half of the fitted maximal effect; on the % scale 0 is the no-effect control and ±100 the full control effect
Target sequence (Q27686 whole entry, looked up): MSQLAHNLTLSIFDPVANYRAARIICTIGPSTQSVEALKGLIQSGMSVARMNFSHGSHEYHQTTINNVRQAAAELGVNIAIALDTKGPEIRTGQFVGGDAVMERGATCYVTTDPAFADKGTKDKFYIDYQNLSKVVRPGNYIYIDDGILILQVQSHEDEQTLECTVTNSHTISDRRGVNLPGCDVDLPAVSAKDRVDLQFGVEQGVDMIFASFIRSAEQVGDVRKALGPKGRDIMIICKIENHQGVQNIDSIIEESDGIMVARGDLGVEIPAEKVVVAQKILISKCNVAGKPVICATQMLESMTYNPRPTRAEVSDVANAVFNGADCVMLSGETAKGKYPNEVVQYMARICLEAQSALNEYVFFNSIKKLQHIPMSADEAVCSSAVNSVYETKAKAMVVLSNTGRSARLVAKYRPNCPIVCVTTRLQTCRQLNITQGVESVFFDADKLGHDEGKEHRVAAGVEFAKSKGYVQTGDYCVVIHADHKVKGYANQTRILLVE
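0.1 nM LmPK, 0.5 mM PEP, 0.1 mM ADP; 50 mM imidazole pH 7.2, 7 mM MgCl2, 50 mM KCl; 1 h RT. Kinase-Glo luminescence readout, normalized to no-enzyme (full inhibition) and uninhibited wells.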
CHX counter – counter-screen for Shiga toxin inhibitors: cycloheximide protein synthesis inhibition | cell reporter, cycloheximide protein synthesis inhibition counterscreen | max response, % | hit rate 12% among 300,000 | AID 2314; in the data active means max response mostly above about 13%, no sharp cut-off; inactive means mostly below about 14%; further: read at 38.3 µM for the half of the compounds with a filed dose; 0% is about no effect
Tb PYK inh – blocks Trypanosoma brucei pyruvate kinase | Q57TT1 | TbPYK enzyme, Kinase-Glo Plus ATP luminescence, 45 min | Potency, µM (top dose mostly 76.8 µM), for inactives: top-dose activity, negative = inhibition, actives largely listed as inhibitors | hit rate 0.12% among 410,000; further: potency means the concentration at half of the fitted maximal effect; on the % scale 0 is the no-effect control and ±100 the full control effect; nearly all actives have a fitted effect of over 50% in size
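Quantitative HTS: titrated library compounds versus trypanosomal pyruvate kinase in TEA buffer (pH 7.2) containing KCl, MgCl2, BSA and Tween-20. Reactions were initiated with ADP, 130 uM final. Kinase-Glo Plus luminescence was read after 45 min at RT.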
* = called active by the depositor; ? = inconclusive; . = no result given; & = joins results of further samples; [ ] = another dose, or the depositor's remark. Unless noted, the call rests on the fitted dose curve; in most records, active means well fitted curve in the direction sought with a large enough effect; inconclusive means small, poorly fitted or top-dose-only effect, or another doubt; inactive means no such curve, though single readings can be large; an effect the other way counts as inactive or inconclusive.

No.	molecule	AmpC inh no detg	Shiga inhibitor	Pf growth 48h	Pf growth 96h
1	O=c1[nH]c(NC2CCCCC2)c([N+](=O)[O-])c(=O)[nH]1	-13%	-4	1%	2%
2	Cc1oc(-c2cc(F)ccc2F)nc1CN1CCN(C)C(=O)[C@@H]1C	21%	-7	?	?
3	Cc1ccc2c(c1)cc(CN(Cc1ccc3c(c1)OCO3)S(=O)(=O)c1ccccc1)c1nnnn12	-15%	-3	8%	?
4	Cc1ccc(CN2CCCN(Cc3c(F)cccc3Cl)S2(=O)=O)cc1	-24%	9	-16%	12%
5	COc1ccc(Cc2nnc(-c3cccc(C)c3)o2)cc1OC	57%	43*	29%	-3%
6	Oc1ccc(-c2csc(Nc3ncccn3)n2)c(O)c1	-39%	88*	320%[activator]	-2%
7	Cc1ccc(N2C(=O)C3C=NNC3C2=O)cc1 (centres undefined)	-3%	-37	16%	27%
8	Cc1csc(NC(=O)Cn2cnnn2)n1	-18%	1	19%	-7%
9	COC(=O)c1c(CCl)noc1C(=O)NC(C)C	-3%	-2	-8%	?
10	COc1cc2ccccc2cc1C(=O)N1CCN(C(C)=O)CC1	13%	-4	-8%	-10%
11	COc1ccc(C(=S)N2CCOCC2)cc1OS(=O)(=O)c1ccc(Br)cc1	-2%	-10	0%	7%
12	COc1ccc(CCNc2nncc(=O)[nH]2)cc1OC	-12%	-9	.	?

No.	LmPK inhibitor	CHX counter	Tb PYK inh
1	2%	-1	-8%
2	5%	-1	1%
3	-1%	7	-7%
4	8%	-1	-1%
5	2%	21*	-2%
6	0%	59*	1%
7	-2%	-5	-9%
8	-3%	2	9%
9	-4%	-1	0%
10	-1%	-2	4%
11	-13%	-2	-15%
12	-1%	-3	-4%

3 entries from above, with one line to a screen:
7) Cc1ccc(N2C(=O)C3C=NNC3C2=O)cc1 (centres undefined)
8) Cc1csc(NC(=O)Cn2cnnn2)n1
9) COC(=O)c1c(CCl)noc1C(=O)NC(C)C

Screen / compound no.,7,8,9
AmpC inh no detg,-3%,-18%,-3%
Shiga inhibitor,-37,1,-2
Pf growth 48h,16%,19%,-8%
Pf growth 96h,27%,-7%,?
LmPK inhibitor,-2%,-3%,-4%
CHX counter,-5,2,-1
Tb PYK inh,-9%,9%,0%

Going on with the list.
No.	molecule	AmpC inh no detg	Shiga inhibitor	Pf growth 48h	Pf growth 96h
13	COC(=O)c1ccc2c(=O)sc(N3CCC(C(N)=O)CC3)nc2c1	1%	-6	-6%	1%
14	CC1=C(C(=O)Nc2ccccc2)C(c2ccc(O)cc2)N2C(=O)CSC2=N1 (centres undefined)	?	-14	6%	.
15	COc1ccccc1N1C(=O)c2ccccc2NC1c1ccncc1 (centres undefined)	-11%	-4	2%	?
16	O=C(NC1CCCCCC1)C1CCN(C(=O)c2cccc(Cl)c2)CC1	25%	3	4%	17%
17	Cc1cccc(Cc2nnc(CCC(=O)N(C)Cc3ccncc3C)o2)c1	2%	39	8%	11%
18	Cc1ccc(NC(=S)Nc2ccc3cn[nH]c3c2)cc1	-19%	33	12%	56%[activator]
19	COc1ccccc1N1CCN(c2ccc(N3C(=O)CCC3=O)cc2[N+](=O)[O-])CC1	90%[activator]	9	-3%	?
20	CC(=O)Nc1ccc(S(=O)(=O)NCC2CCC(C(=O)NC(C)c3ccc4c(c3)OCCO4)CC2)cc1 (centres undefined)	-17%	-10	-4%	?
21	CCOC(=O)NC(=O)/C(C#N)=C\NNc1ncc(C(F)(F)F)cc1Cl	-19%	14	?	?
22	COc1cc(OC)c(NC(=S)Nc2cccc(C)c2)cc1Cl	-22%	-5	19%	-13%
23	C/C(=N\Nc1nc(C(C)(C)C)cs1)c1ccccc1	-28%	135*	26%	-15%
24	Cc1ccccc1C(=O)Nc1cccc(NC(=O)c2ccccc2[N+](=O)[O-])c1	-42%	-4	-4%	-10%

No.	LmPK inhibitor	CHX counter	Tb PYK inh
13	-1%	-2	4%
14	-2%	-4	0%
15	3%	-3	-9%
16	1%	-2	1%
17	-7%	8	4%
18	2%	18*	-22%
19	-1%	-2	-1%
20	3%	-6	.
21	-9%	1	0%
22	0%	1	-6%
23	-3%	57*	7%
24	4%	-2	-10%

2 of the compounds above, as tab-separated lines:
nr	canonical_smiles	AmpC inh no detg	Shiga inhibitor	Pf growth 48h	Pf growth 96h	LmPK inhibitor	CHX counter	Tb PYK inh
15	COc1ccccc1N1C(=O)c2ccccc2NC1c1ccncc1 (centres undefined)	-11%	-4	2%	?	3%	-3	-9%
16	O=C(NC1CCCCCC1)C1CCN(C(=O)c2cccc(Cl)c2)CC1	25%	3	4%	17%	1%	-2	1%

The list continues.
No.	molecule	AmpC inh no detg	Shiga inhibitor	Pf growth 48h	Pf growth 96h
25	O=C(NNC(=O)c1cccs1)c1ccc(Br)cc1	-13%	40	53%[activator]	13%
26	CC(=O)NCCn1c(SCc2ccc(C)cc2)nc2ccccc2c1=O	-2%	-10	3%	?
27	Cc1cccc(C)c1OCCn1nnc2ccccc21	53%	-11	193%[activator]	?
28	C=C(C)CNC(=S)Nc1cccc2cnccc12	-22%	13	6%	-17%
29	CCCCNC(=O)Oc1cccc(N2CCCC2=O)c1	-12%	-2	23%	4%
30	CS(=O)(=O)c1ccc(Cl)c(NC(=O)CCCc2nc3ccccc3c(=O)[nH]2)c1	-13%	.	-4%	18%
31	O=C(c1ccc(F)c(S(=O)(=O)N2CCOCC2)c1)N1CCc2ccccc21	-5%	-4	17%	?
32	COc1ccc(-c2ccnc(-c3ccc(OCCCF)cc3)n2)cc1	?	29	-12%	0%
33	O=C(c1ccncc1)N1CCc2ccccc2C1	-3%	-9	30%	0%
34	COc1ccc(-c2nc3ncccc3n2O)cc1	-9%	4	57%[activator]	36%[activator]
35	COc1cccc(C(=O)Nc2ccc(C3CC3(Cl)Cl)cc2)c1 (centres undefined)	-38%	85*	408%[activator]	51%[activator]
36	Cc1cc(C)n(-c2ccc(C(=O)Nc3cccc([N+](=O)[O-])c3)cc2)n1	-21%	26	-17%	-26%

No.	LmPK inhibitor	CHX counter	Tb PYK inh
25	2%	18*	1%
26	2%	-1	.
27	1%	5	0%
28	-1%	0	0%
29	2%	-1	11%
30	.	.	-2%
31	4%	-4	0%
32	3%	6	3%
33	0%	-2	0%
34	2%	4	6%
35	?	28*	-21%
36	20%	11	0%

Going on with the list:
No.	molecule	AmpC inh no detg	Shiga inhibitor	Pf growth 48h	Pf growth 96h
37	CCOc1ccccc1NC(=O)C1CCCN(S(=O)(=O)c2c(C)[nH]c(=O)[nH]c2=O)C1 (centres undefined)	-13%	-23	?	-6%
38	C=CCNC(=O)COc1cc(C)ccc1C	-10%	-5	-29%	-3%
39	COc1ccc(NC2CCCN(C(=O)CCn3cccn3)C2)cc1 (centres undefined)	-9%	-33	0%	?
40	COc1cccc(-c2noc(C3CCCN(C(=O)c4ccc(F)cc4)C3)n2)c1 (centres undefined)	54%	.	31%[activator]	84%[activator]
41	COc1ccc(C2C(C(=O)c3ccc(C)o3)=C(O)C(=O)N2c2cc(C)on2)cc1OC (centres undefined)	-21%	-5	41%[activator]	98%[activator]
42	CCCCN1C2CCCC1CC(NC(=O)C1CCCCC1)C2 (centres undefined)	-14%	13	16%	?
43	COc1ccc(CN(Cc2cc3cc(C)ccc3[nH]c2=O)C(=O)N(C)C)cc1	-1%	-24	?	?
44	Nn1c(Cc2ccccc2F)n[nH]c1=S	-11%	57	0%	?
45	CCn1cc(C(=O)O)c(=O)c2cnc(N3CCN(C(=S)NC(=O)c4ccc(Cl)cc4Cl)CC3)nc21	-5%	-7	39%[activator]	?
46	O=C(CSc1nnc(Cc2cc(=O)[nH]c(=O)[nH]2)n1-c1ccc(Cl)cc1)NC1CCCC1	-16%	-9	.	19%
47	CCCCSc1nc(C)cc(NC(=S)Nc2ccc(OC)cc2)n1	-27%	2	?	?
48	Cc1ccc(-c2nn(-c3ccccc3)cc2C(=O)N2CCOCC2)cc1	90%[activator]	-29	-19%	2.3µM*

No.	LmPK inhibitor	CHX counter	Tb PYK inh
37	-3%	-5	0%&-6%
38	-5%	-3	1%
39	-10%	-2	-6%
40	-2%	21*	-1%
41	4%	-1	0%
42	4%	-3	0%
43	-1%	-10	-17%
44	5%	-3	-14%
45	10%	-5	8%
46	6%	-3	-24%
47	4%	2	-7%
48	2%	-3	2%

(listing goes on)
No.	molecule	AmpC inh no detg	Shiga inhibitor	Pf growth 48h	Pf growth 96h
49	COC(=O)[C@H](CC(C)C)NS(=O)(=O)N(Cc1ccccc1)[C@@H](CC(C)C)C(=O)OC	92%[activator]	.	8.3µM*	?
50	CCOc1ccc(-c2cnc3n2CCCCC3)cc1	-17%	15	-24%	?
51	CN(CC(=O)Nc1ccccc1C(F)(F)F)C(=O)COc1ncnc2ccccc12	-19%	18	-6%	17%
52	O=C(O)C1CCCN1S(=O)(=O)c1cccc(S(=O)(=O)N2CCCC2C(=O)O)c1 (centres undefined)	-10%	-8	?	-36%
53	Cc1cc(C)c2c(N)c(C(=O)c3ccc(Cl)c(Cl)c3)sc2n1	-12%	82*	12%	-7%
54	CC(=O)Nc1ncc(Cc2cccc(Cl)c2Cl)s1	-19%	22	-15%	15%
55	N#CC[C@H](Cc1ccccc1)N1CC[C@@H](O)CCC1=O	-8%	-5	27%	58%[activator]
56	Cc1nc(N)c(Cc2ccc(Cl)cc2Cl)c(N)n1	-14%	-9	441%[activator]	?
57	C/C(=C\c1ccccc1)CN1CCC(C(=O)N2CCCCC2)CC1	-6%	9	1%	3%
58	CN1CCC(n2nccc2N)CC1	-26%	-13	7%	-17%
59	CC(C)CC1NC(=O)N(CC(=O)Nc2ccc(OC(F)F)cc2)C1=O (centres undefined)	-14%	.	4%	62%[activator]
60	Cc1ccc(S(=O)(=O)Nc2nc(-c3ccc(F)cc3)cs2)cc1	-42%	0	55%[activator]	69%[activator]
61	CCn1c(C2CCN(S(=O)(=O)c3ccc(OC)cc3)CC2)n[nH]c1=S	1%	-5	13%	6%
62	C=CCN=C1SCC(=O)N1S(=O)(=O)c1ccc(C)cc1	-32%	-1	7%	49%[activator]
63	O=C(CN(CC1CCCO1)C(=O)CNS(=O)(=O)c1ccc(F)cc1)NCc1ccc(F)cc1 (centres undefined)	31%	-5	15%	-22%

No.	LmPK inhibitor	CHX counter	Tb PYK inh
49	.	.	-1%
50	-6%	8.6*	1%
51	0%	4	0%
52	-3%	-3	-6%
53	1%	21	4%
54	5%	4	-1%
55	0%	1	-1%
56	1%	-7	-1%
57	-1%	-4	-14%
58	-6%	-3	-2%
59	.	.	-11%
60	5%	13*	2%
61	-2%	-4	?
62	-2%	-3	0%
63	-4%	-4	-2%
